Screens from PubChem.
MsrA act: bovine methionine sulfoxide reductase A activation; purified bovine MsrA, absorbance read-out; activation, % at 10.6 µM; hit rate 0.3% among 360,000; AID 602163; in the data active = activation above about 7.5%;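 also: 0% = vehicle and 100% = reference activator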
MT1-MMP act inh: inhibitors of human MT1-MMP activation; hit rate 0.061% among 360,000; AID 651647; GFP/RFP ratio change, % at 20 µM; HT1080 RFP-PRO-GFP cells, GFP/RFP ratio fluorescence, overnight; percent of plate control window, DMSO zero; P50281;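 active = GFP/RFP ratio change of at least 30% with cell ATP level not reduced by more than half and red fluorescence within 50% of control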; also: strong numbers were not always called active
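Assay system: RFP-PRO-GFP reporter HT1080 cells; read-out basis: GFP/RFP fluorescence ratio; benchmarks: DMSO wells and RFP-L50D-GFP cells; doses: 20 µM single dose, 1% DMSO; schedule: overnight cell settling, then overnight compound exposure, 37 °C, 5% CO2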
CendR NRP1 mod: NRP-1/CendR interaction modulation. O14786. FAM-RPARPAR peptide binding to NRP-1, fluorescence polarization. inhibition, % at 25 µM. hit rate 0.85% among 360,000;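 active = inhibition or corrected inhibition above about 18%, plus a signal ratio from 0.5 to 1.5, limit read from the data, passing the limit was not always enough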; also: strong numbers were not always called active
Rin1-Abl PPI inh: inhibitors of human Rin1-Abl protein interaction | P00519+Q13671 | TR-FRET Rin1/Abl binding, biochemical | inhibition, % at 7.35 µM | hit rate 0.4% among 360,000 | AID 588664; in the data active = inhibition above about 5%, passing the limit was not always enough
FAS-TE inh: inhibitors of human fatty acid synthase thioesterase domain; AID 602261; recombinant FAS-TE, OMFH fluorogenic substrate, fluorescence endpoint; inhibition, % at 15 µM; hit rate 0.67% among 360,000;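 active = compounds whose normalised, plate-corrected inhibition of enzyme fluorescence in the single-dose primary screen is 50% or more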;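 also: 0% = DMSO with enzyme and 100% = substrate without enzyme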
Target sequence (P49327 whole entry, looked up, the tested form may be a part): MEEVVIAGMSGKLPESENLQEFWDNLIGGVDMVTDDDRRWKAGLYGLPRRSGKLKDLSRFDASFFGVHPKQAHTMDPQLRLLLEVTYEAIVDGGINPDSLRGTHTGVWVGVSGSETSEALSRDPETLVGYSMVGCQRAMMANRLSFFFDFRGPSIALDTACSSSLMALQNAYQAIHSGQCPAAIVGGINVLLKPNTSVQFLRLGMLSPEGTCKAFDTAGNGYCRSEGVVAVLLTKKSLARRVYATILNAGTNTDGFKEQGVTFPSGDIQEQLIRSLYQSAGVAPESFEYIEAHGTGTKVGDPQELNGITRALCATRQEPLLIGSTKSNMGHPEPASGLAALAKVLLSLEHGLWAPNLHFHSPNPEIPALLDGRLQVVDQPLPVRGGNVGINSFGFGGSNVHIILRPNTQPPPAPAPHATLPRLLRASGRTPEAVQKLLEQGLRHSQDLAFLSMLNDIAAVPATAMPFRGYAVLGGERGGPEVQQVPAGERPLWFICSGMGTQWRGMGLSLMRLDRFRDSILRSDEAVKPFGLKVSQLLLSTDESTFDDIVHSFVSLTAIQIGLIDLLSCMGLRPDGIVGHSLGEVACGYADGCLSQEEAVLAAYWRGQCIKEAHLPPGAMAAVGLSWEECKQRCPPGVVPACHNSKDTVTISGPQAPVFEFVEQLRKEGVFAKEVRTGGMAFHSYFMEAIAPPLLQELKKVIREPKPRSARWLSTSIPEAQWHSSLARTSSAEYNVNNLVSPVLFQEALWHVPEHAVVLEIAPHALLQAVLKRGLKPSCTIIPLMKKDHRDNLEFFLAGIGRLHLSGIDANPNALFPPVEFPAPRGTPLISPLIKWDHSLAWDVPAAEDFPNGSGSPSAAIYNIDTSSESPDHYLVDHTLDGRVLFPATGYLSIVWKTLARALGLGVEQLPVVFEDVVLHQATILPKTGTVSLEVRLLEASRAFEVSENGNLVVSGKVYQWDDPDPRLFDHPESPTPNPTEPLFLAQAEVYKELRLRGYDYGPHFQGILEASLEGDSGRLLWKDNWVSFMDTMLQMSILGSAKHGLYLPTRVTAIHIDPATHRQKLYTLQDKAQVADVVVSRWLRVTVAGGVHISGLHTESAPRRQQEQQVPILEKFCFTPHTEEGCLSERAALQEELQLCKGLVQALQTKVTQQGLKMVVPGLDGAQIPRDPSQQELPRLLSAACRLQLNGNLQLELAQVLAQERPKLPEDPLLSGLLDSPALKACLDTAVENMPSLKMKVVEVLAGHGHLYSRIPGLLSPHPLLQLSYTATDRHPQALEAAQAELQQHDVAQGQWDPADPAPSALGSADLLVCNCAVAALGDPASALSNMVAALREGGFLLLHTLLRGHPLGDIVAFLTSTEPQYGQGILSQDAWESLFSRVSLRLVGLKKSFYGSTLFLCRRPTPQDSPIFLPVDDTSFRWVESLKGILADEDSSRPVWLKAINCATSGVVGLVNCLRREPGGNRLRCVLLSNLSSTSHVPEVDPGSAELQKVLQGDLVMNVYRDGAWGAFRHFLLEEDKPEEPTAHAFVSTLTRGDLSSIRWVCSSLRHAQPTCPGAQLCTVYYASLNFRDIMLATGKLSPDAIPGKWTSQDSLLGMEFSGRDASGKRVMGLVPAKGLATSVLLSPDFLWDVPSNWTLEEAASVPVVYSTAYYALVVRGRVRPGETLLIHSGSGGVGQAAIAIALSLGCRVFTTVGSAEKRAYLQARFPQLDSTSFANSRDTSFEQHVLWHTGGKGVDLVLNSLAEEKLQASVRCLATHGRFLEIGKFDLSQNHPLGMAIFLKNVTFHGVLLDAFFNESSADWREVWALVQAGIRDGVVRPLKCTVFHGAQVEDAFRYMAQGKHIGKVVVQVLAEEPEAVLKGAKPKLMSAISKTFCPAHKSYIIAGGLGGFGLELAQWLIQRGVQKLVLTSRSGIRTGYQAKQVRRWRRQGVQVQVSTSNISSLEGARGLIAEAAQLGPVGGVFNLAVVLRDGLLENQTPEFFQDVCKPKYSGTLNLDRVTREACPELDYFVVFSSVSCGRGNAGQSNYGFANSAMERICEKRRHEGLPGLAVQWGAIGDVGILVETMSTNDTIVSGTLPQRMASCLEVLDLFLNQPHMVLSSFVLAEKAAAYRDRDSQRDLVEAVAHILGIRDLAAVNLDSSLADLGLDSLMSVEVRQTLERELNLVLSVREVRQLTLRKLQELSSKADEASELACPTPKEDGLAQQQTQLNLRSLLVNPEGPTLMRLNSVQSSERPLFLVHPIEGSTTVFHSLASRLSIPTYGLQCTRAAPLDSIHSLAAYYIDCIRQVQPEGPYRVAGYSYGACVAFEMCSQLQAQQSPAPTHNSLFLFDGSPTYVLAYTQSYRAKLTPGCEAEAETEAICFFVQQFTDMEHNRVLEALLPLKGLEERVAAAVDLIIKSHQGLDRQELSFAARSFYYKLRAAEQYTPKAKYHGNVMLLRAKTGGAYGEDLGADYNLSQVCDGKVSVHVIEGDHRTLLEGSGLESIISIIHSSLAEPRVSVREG
SKN-1 inh: blocks SKN-1 activity in C. elegans; hit rate 0.49% among 360,000; C. elegans VP596 Pgst-4::GFP/RFP ratio, acrylamide-induced, 24 h; inhibition, % at 21.8 µM;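 active = interference check ratio from 0.5 to 1.5 plus GFP to RFP signal ratio inhibition reaching or exceeding a fixed threshold, cut at about 30% in these data, passing the limit was not always enough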; also: some compounds called inactive have numbers as strong as hits
Neddyl block: blocks human cullin neddylation; P61081+Q13564; TR-FRET cullin neddylation, biochemical; calls only at 25 µM; hit rate 0.58% among 360,000; AID 651699; in the data active = inhibition above about 36%
eLon inh: E. coli protease La inhibition | P0A9M0 | purified E. coli Lon protease, fluorescence polarization | inhibition, % at 7.94 µM | hit rate 0.42% among 360,000 | AID 602123; in the data active = inhibition above about 13%, passing the limit was not always enough;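 also: 0% = enzyme with probe and DMSO and 100% = no enzyme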
MsrA inh: inhibitors of bovine MsrA. AID 651718. purified bovine MsrA, absorbance read-out. hit rate 0.75% among 360,000. inhibition, % at 15.5 µM; in the data active = inhibition above about 4.5%;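 also: 0% = vehicle wells with enzyme and 100% = reference inhibitor wells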
* marks the source's active call; other numbers are inactive results; i = inactive; x = not tested or not shown.

Each structure is followed by: MsrA act, MT1-MMP act inh, CendR NRP1 mod, Rin1-Abl PPI inh, FAS-TE inh, SKN-1 inh, Neddyl block, eLon inh, MsrA inh
COc1ccc(OCCN2CCC(C(=O)NC(c3ccc(F)cc3)c3ncccc3C)CC2)cc1 (centres undefined)
  -2, 2, 9, 0, -9, 11, i, 0, 0.0
CC(=O)NC1(c2nnnn2CCOC(=O)Nc2ccc(Cl)cc2)CCCC1
  -1, 1, 5, -1, -1, -3, i, 4, -0.1
S=C1NCCNC(=S)NCCOCCN1
  -9, 2, -3, 2, -5, -7, i, 2, -0.2
O=[N+]([O-])c1cccc(CN2[C@@H](Cc3ccccc3)COCCS2(=O)=O)c1
  -8, 1, 12, 0, 13, -4, i, -2, -0.3
CCOC(=O)c1sc(NC(=O)CN2CCN(c3ccccc3)CC2)nc1C
  -5, -2, -10, -2, 8, 7, i, -11, -0.8
Cc1cccc(NC(=O)N(Cc2cc3cc(C)cc(C)c3[nH]c2=O)CC2COCCO2)c1 (centres undefined)
  -2, -4, 1, -3, 10, 12, i, -4, -0.6
CCc1ccccc1N(CC(=O)NC1CCCC1)C(=O)CNC(=O)c1cccs1
  -3, -4, 4, -1, -1, -2, i, -2, -1.0
CCOc1cccc(-c2nn(-c3ccccc3)cc2/C=C(/C#N)C(=O)NCCCn2ccnc2)c1
  -3, -11, -12, -2, -25, 19, i, 10, 1.4
CC1CCN(C(=O)CN2C(=O)NC3(CCCc4ccccc43)C2=O)CC1 (centres undefined)
  -12, -6, 10, 3, -9, -14, i, -6, -0.1
CCOP(=O)(c1ccccc1)c1nc(-c2ccccc2Cl)oc1N1CCCCC1 (centres undefined)
  -1, -6, 3, -1, 7, -15, x, -9, 2.6
Cc1cccc(-c2cc(NC=O)c3ncc(-c4cccc(C(=O)N(C)C)c4)n3c2)c1
  -1, -9, -23, -4, 2, -3, i, -37, 1.8
Cc1cccc(N2CCN(C(=S)Nc3ccc4nc(N5CCN(C)CC5)cc(C)c4c3)CC2)c1C
  2, -11, -2, -2, -3, 20, i, 5, 0.3
CC(c1ccccc1)c1nnc(NC(=O)c2ccc3c(c2)OCO3)s1 (centres undefined)
  -1, 1, 5, 3, -4, 0, i, 6, 0.7
Cc1ccc(NC(=O)C(Nc2cccc(C)c2)c2ccccc2)cc1 (centres undefined)
  -10, -2, 9, 1, 32, -12, i, 4, 1.8
COc1ccc2c(c1)c(CC(=O)Nc1ccc(C(C)=O)cc1)c(C)n2C(=O)c1ccc(Cl)cc1
  -2, -6, -7, 0, 54*, 9, i, -1, 1.1
COc1ccc(NS(=O)(=O)c2cc(NC(=O)c3cncc(Br)c3)ccc2OC)cc1
  -1, -5, -2, 3, 10, -7, i, 0, -1.3
CC1(C)CC(=O)C(N=Nc2ccc3ncsc3c2)=C(O)C1
  -4, 0, 4, -12, -2, 0, i, -3, 1.6
COc1ccc(CN2C(=O)C(CC(=O)NCc3cccs3)CC(C(=O)N(C)C)=C2C)cc1 (centres undefined)
  1, -1, -12, -3, -10, 4, i, -5, -0.1
CN(C)C(=O)c1cc(C(=O)c2ccc(Cl)cc2Cl)c[nH]1
  0, -2, -10, 1, -3, 21, i, -1, -1.5
CN1CCN(c2nc3c(c(=O)n(C)c(=O)n3C)n2Cc2ccccc2F)CC1
  -6, -4, 4, 1, 3, 10, i, 3, 0.1
CCCCNC(=O)N1CCN(c2ccnc3cc(Cl)ccc23)CC1
  -2, 2, 4, -2, 12, 21, i, -2, x
O=C(Nc1ncnc2sc3c(c12)CCC3)c1ccco1
  -12, 0, 3, -4, -9, 0, i, -4, -0.3
Cc1nnc(SCc2cc(=O)[nH]c(/N=C(\N)Nc3ccccc3Sc3ccccc3)n2)s1
  -5, 4, -5, 0, -2, 12, i, -6, -0.3
O=C(Nc1cccc(S(=O)(=O)N2CCCC2)c1)c1ccc2c(c1)OCO2
  -4, 2, 1, 2, -4, -2, i, -6, -1.2
CNC(=S)Nc1cc(S(=O)(=O)Nc2cc(Cl)ccc2Cl)ccc1N1CCCC1
  -2, 5, -6, 4, 6, -6, i, 4, 0.8
CNC(=S)NNC(=O)c1sc2cc(C(F)(F)F)cnc2c1-c1cccnc1
  -12, 7, 1, 1, -6, -8, i, 1, 2.4
CC(=O)NCCNC(=O)CCNC(=O)c1ccc(Cl)cc1
  -1, -6, -2, -1, -1, 8, i, 5, -1.9
S=C(NC1CC1)N1CCN(C(=S)NC2CC2)CC1
  -3, -2, -2, -1, -2, -1, i, -3, 0.2
CCCCN(C(=O)c1ccc(-n2nc(C)cc2C)cc1)c1c(N)n(CCC)c(=O)[nH]c1=O
  -4, 2, 4, 5, -5, 7, i, -16, -1.1
CCCCOC(=O)Nc1nnc(CCc2ccccc2)s1
  -2, 3, 2, -1, -6, 3, i, -1, 1.4

Single records, as listed above. Screens in order: MsrA act, MT1-MMP act inh, CendR NRP1 mod, Rin1-Abl PPI inh, FAS-TE inh, SKN-1 inh, Neddyl block, eLon inh, MsrA inh
`CNC(=S)NNC(=O)c1sc2cc(C(F)(F)F)cnc2c1-c1cccnc1` in the list: -12, 7, 1, 1, -6, -8, i, 1, 2.4
`CCCCOC(=O)Nc1nnc(CCc2ccccc2)s1` in the list: -2, 3, 2, -1, -6, 3, i, -1, 1.4

Later entries:
Each structure is followed by: MsrA act, MT1-MMP act inh, CendR NRP1 mod, Rin1-Abl PPI inh, FAS-TE inh, SKN-1 inh, Neddyl block, eLon inh, MsrA inh
O=C(O)C[C@H]1c2cc(C(F)(F)F)ccc2S(=O)(=O)N1C1CCCC1
  -9, 2, 14, 3, -8, 9, i, 1, 0.5
Cc1ccc(C(=O)Oc2ccccc2N2CCOCC2)cc1
  -1, 2, 6, 1, 7, 8, i, 6, -0.2
Cc1ccccc1-n1nc(C)c2cc(C(=O)N3CCN(S(=O)(=O)c4ccccc4)CC3)sc21
  -1, 1, -10, 4, 5, 19, i, -3, -1.0
N#C/C(=C\c1cn[nH]c1-c1ccc(Cl)cc1)C(=O)NC1CC1
  -1, 3, 12, 0, -21, 11, i, 7, x
COc1ccccc1C(c1nnnn1Cc1ccccc1)N1CCN(c2nc3ccccc3s2)CC1 (centres undefined)
  -3, -19, 6, 1, 15, 1, i, 5, 0.1
Cc1ccc(S(=O)(=O)N2CCN(C(=O)CN3C(=O)CNC3=O)CC2)cc1
  -1, -3, 8, 6, -5, 24, i, 0, 0.0
CC(C)(C)OC(=O)N1CCN(C(=O)c2cccnc2Cl)CC1
  0, 1, -1, 0, -4, -8, i, 0, 0.5
CCOC(=O)C1CCCN(CC(=O)Nc2nc(-c3ccccc3)cs2)C1 (centres undefined)
  1, -3, 2, -2, 17, 18, i, 0, -0.5
CCC(=O)Oc1ccc2c(C)cc(=O)oc2c1C(=O)CC
  -2, 2, -8, -1, 2, 22, i, 12, 0.8
Cc1cccc(C)c1N1CCN(C(c2ccnc3ccccc23)c2nnnn2-c2ccc3c(c2)OCCO3)CC1 (centres undefined)
  -3, -4, 10, x, 79*, 13, i, -2, 0.6
CC(C)c1ncc(C(O)c2cccc3ccccc23)n1C (centres undefined)
  13*, 4, -2, 3, -11, -10, i, -2, -0.5
COc1ccc(C(=O)O)c(O)c1
  -1, 2, -1, -1, 0, 7, i, -12, -0.6
CCN1CCN(C(=O)c2cc(COc3ccc4ncccc4c3)on2)CC1
  -2, -5, 5, -2, 0, 1, i, 0, -0.5
O=C(NCc1ccc(Cl)cc1)c1ccc(N2CCCC2=O)cc1
  0, 5, -1, 0, -1, -17, i, 8, -0.9
O=C(NCCCn1ccnc1)c1ccc(OCC(F)(F)F)cc1
  -2, 2, -4, 3, -8, 13, i, -6, 0.6
O=C(CN1CCC(NC(=O)Cc2ccccc2)CC1)Nc1ccccc1Br
  1, 4, -12, 8, -2, -10, i, -2, 0.5
CCOC1=C2[C@@H](CN(S(=O)(=O)c3ccc(C)cc3)[C@H]2c2cccc3ccccc23)[C@H]2C(=O)N(c3ccccc3)C(=O)[C@H]2C1
  -4, 3, 11, 1, 77*, 4, i, -9, 0.0
CN(CC(=O)Nc1ccc(Cl)c(S(=O)(=O)N(C)C)c1)Cc1ccccc1
  -3, 1, 0, -2, 5, 0, i, 6, 0.5
Cc1ccc(-c2ccc(=O)n(CCC(=O)NCc3ccccn3)n2)cc1
  0, -1, -6, 0, -6, 5, i, -5, 1.0
COc1ccc(C(=O)NCC(=O)OCC(=O)Nc2cc([N+](=O)[O-])ccc2F)cc1
  -3, 2, 2, -4, 15, 3, i, 2, -0.8
CCCS(=O)(=O)c1nc(S(=O)(=O)c2ccc(C)cc2)c(N2CCN(CCO)CC2)s1
  -2, -1, 4, 4, 0, 8, i, 3, 0.9
CCN(CC)C(=O)[C@H]1C[C@H](CC(=O)NCCCN(C)C)C(=O)N2CCc3c([nH]c4ccc(Cl)cc34)[C@]12C
  -8, 3, -10, -1, -12, -2, i, -3, 0.2
COc1cc(OC)c(OC)cc1NC(=O)CC1COc2ccccc2O1 (centres undefined)
  4, -4, 5, 1, -4, 6, i, 3, -0.3
CSC1=NC(C)(C)CC2(C)Nc3ccccc3N12 (centres undefined)
  -5, -8, -4, -3, -15, -3, i, 10, -0.4
COc1ccc(S(=O)(=O)n2cccc2)cc1OC
  -1, 0, 15, 0, -6, 7, i, 1, 0.0
CCCc1cc(-c2nc(-c3ccc(Cl)cc3)cs2)ccn1
  -5, 0, 2, 1, 47, 56*, i, -4, 1.6
O=C(NCc1ccccc1)c1cc(=O)c2ccccc2o1
  -10, 0, -8, 1, 5, 1, i, 0, -1.3
Cc1ccc(N2CC(C(=O)N3CCN(C(=O)c4ccco4)CC3)CC2=O)cc1 (centres undefined)
  -9, 0, -3, -1, -2, -2, i, -5, -0.4
COc1ccc(CNc2nc3ccccc3n2Cc2ccc(C)cc2)cc1OC
  -4, -1, 9, 3, -2, 0, i, -14, 2.7
COc1ccc(C(=O)Nc2ccc(S(=O)(=O)NC(C)=O)cc2)cc1
  -4, 1, -20, -2, -6, -8, i, -3, 0.2
C=CCn1c(SC(C)C(=O)NC2CC2)nnc1-c1ccoc1C (centres undefined)
  -3, 1, 0, -1, -4, 22, i, 6, 0.0
O=S(=O)(c1ccccc1)c1cnn(-c2ccccc2)c1-c1ccc(F)cc1
  -2, -4, -15, -5, 24, 9, i, 7, -0.4
COc1ccc(-c2nc3c(C)cc(Br)cn3c2CC2CCCCC2)cc1OC
  -1, -4, -2, -15, 21, -2, i, -12, 2.0
Cc1nc([N+](=O)[O-])c(Br)n1Cc1ccccc1
  -2, 8, 10, -2, -3, -2, i, -3, 1.8
COc1cc(OC)cc(C(=O)NNC(=O)CNC(=O)c2cccs2)c1
  -4, -2, 3, 0, -3, 4, i, -3, 1.2
